Screens as filed in PubChem BioAssay.
MCL1 BIM primary: inhibitors of human MCL1 binding to BIM-BH3 peptide; GST-MCL1 / FITC-Bim-BH3 fluorescence polarization; Q07820; hit rate 0.68% among 320,000; inhibition, % at 10.9 µM;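 active means inhibition above the mean inhibition of all tested compounds plus 3 SD, set per campaign, cut at about 40% in these data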;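 further: 0% = DMSO wells and 100% = unlabeled Bim-BH3 peptide control; higher means more loss of mP so more displacement of Bim peptide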
Bcl-xL primary: blocks human Bcl-xL binding to Bim BH3 peptide. Q07817. GST-Bcl-xL / FITC-Bim BH3 peptide fluorescence polarization. inhibition, % at 10.9 µM. hit rate 0.7% among 320,000. AID 2129;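 active means inhibition above the mean of all tested compounds plus 3 SD, cutoff set per campaign, cut at about 30% in these data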;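 further: 0% = DMSO wells and 100% = unlabeled Bim-BH3 peptide competitor; inhibitors lower millipolarization by displacing the labeled peptide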
Target sequence (Q07817 whole entry, looked up): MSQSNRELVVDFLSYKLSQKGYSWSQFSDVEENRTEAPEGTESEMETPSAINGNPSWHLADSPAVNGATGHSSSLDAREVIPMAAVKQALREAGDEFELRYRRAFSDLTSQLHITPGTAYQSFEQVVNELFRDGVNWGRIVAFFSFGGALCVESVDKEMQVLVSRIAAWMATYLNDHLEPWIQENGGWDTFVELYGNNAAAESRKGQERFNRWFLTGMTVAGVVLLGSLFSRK
PAD4 inh: PAD4 (human) enzyme inhibition. Q9UM07. recombinant PAD4, RCA probe fluorescence polarization. inhibition, % at 6.36 µM. hit rate 0.41% among 330,000;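 active means percent inhibition above a cutoff equal to the mean of all tested compounds plus 3 SD, cut at about 15% in these data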;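 further: 0% = PAD4 with RCA probe and DMSO and 100% = probe without PAD4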
GSTO1 counter: GSTO1 inhibition, counter-screen for RBBP9 inhibitors; P78417; recombinant GSTO1, activity-based probe fluorescence polarization; inhibition, % at 5.96 µM; hit rate 1.1% among 300,000;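 active means inhibition above the campaign mean inhibition plus 3 SD, cut at about 35% in these data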;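 further: 0% = GSTO1-1 with DMSO and 100% = wells lacking GSTO1-1 enzyme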
GLD-1 TGE inh: GLD-1-TGE RNA interaction inhibition (C. elegans). Q17339. purified GLD-1 + fluorescein TGE RNA, fluorescence polarization. inhibition, % at 5.96 µM. hit rate 0.44% among 320,000. AID 2280;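 active means percent inhibition above a per-plate cutoff, the plate mean of test compounds plus 3 SD, cut at about 30% in these data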;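 further: 0% = DMSO wells with GLD-1 and probe and 100% = wells lacking GLD-1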
Target sequence (Q17339 whole entry, looked up): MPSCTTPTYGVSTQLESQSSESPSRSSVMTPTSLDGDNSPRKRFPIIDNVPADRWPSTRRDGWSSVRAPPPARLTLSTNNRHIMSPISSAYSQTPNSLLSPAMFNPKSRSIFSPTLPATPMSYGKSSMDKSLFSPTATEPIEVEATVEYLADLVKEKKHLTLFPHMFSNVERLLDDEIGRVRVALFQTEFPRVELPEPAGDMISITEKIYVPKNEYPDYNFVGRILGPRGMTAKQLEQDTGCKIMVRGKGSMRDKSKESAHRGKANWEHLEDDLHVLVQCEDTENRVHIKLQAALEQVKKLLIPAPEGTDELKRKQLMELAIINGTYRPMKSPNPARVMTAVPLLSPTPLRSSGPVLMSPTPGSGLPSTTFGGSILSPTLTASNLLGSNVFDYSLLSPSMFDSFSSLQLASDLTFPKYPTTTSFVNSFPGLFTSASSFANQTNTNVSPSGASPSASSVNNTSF
PME-1 primary: PME-1 (human) inhibition; Q9Y570; recombinant PME-1, FP-Rh probe fluorescence polarization; inhibition, % at 5.9 µM; hit rate 0.53% among 320,000;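 active means inhibition above the campaign mean of all compounds plus 3 SD, cut at about 26% in these data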;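 further: competitive labeling of PME-1 active site by serine hydrolase directed probe; 0% = PME-1 with DMSO and 100% = wells lacking PME-1 enzyme; inhibitors block probe labeling so polarization falls and inhibition rises; many of its hits are not listed in these tables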
Target sequence (Q9Y570 whole entry, looked up): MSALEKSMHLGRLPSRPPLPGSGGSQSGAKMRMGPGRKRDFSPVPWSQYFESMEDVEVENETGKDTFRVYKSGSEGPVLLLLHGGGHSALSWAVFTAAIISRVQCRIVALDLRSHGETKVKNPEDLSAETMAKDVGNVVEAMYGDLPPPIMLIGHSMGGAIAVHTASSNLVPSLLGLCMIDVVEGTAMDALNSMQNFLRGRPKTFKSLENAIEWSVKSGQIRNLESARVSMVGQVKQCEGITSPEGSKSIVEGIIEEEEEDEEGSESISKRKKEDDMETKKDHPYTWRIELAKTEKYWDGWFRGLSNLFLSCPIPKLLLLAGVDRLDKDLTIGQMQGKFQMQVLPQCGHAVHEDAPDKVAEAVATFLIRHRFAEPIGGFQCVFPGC
Fam108B inh: Fam108B inhibition, counter-screen for RBBP9 inhibitors. hit rate 0.33% among 300,000. recombinant Fam108B, FP-Rh probe fluorescence polarization. AID 1947. inhibition, % at 9.51 µM;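 active means inhibition above the screen mean inhibition plus 3 SD, computed separately per campaign, cut at about 18% in these data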;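 further: inhibitors lower polarization as less probe binds the enzyme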
TPT1 inhibitor: blocks Candida albicans tRNA 2'-phosphotransferase; recombinant caTPT1, FP RNA substrate dephosphorylation; inhibition, % at 5 µM; hit rate 0.81% among 300,000; AID 1962;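 active means inhibition above the mean of all tested compounds plus 3 SD, set per screening campaign, cut at about 24% in these data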;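 further: plate controls were DMSO alone for no effect and ferristatin control at 100 nM for full effect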
MEX-5 binding: C. elegans MEX-5 TCR-2 RNA binding activity; activity score (negative = inhibition of binding), % at 10 µM; MEX-5/FITC-TCR2 RNA binding, fluorescence polarization; hits give low values; Q9XUB2; hit rate 0.38% among 300,000;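 active means inhibition past about -25% in most replicates, and total fluorescence under double the plate's negative control median, limit read from the data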;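 further: 0% = DMSO and -100% = 5 µM competing unlabeled TCR2 RNA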
Starred values were filed as active, the others as inactive.

For Cn1cccc1Cc1nnc(SCC(=O)N2CCOCC2)n1CCc1ccccc1 the results were MCL1 BIM primary -7, Bcl-xL primary -3, PAD4 inh 6, GSTO1 counter 6, GLD-1 TGE inh 2, PME-1 primary 2, Fam108B inh 0, TPT1 inhibitor 0 and MEX-5 binding 2.5.
For O=C(CNS(=O)(=O)c1ccc(Br)cc1)NCc1ccncc1 the results were MCL1 BIM primary 7, Bcl-xL primary 4, PAD4 inh 0, GSTO1 counter 4, GLD-1 TGE inh -1, PME-1 primary -3, Fam108B inh 4, TPT1 inhibitor 0 and MEX-5 binding 1.0.
CCn1c(-c2ccccn2)nc2cc(S(=O)(=O)N(C)C)ccc21 was read as MCL1 BIM primary 5, Bcl-xL primary 6, PAD4 inh -4, GSTO1 counter -5, GLD-1 TGE inh 11, PME-1 primary 2, Fam108B inh -7, TPT1 inhibitor -2 and MEX-5 binding -2.5.
CCOCCCNC(=O)c1ccc(NC(=O)C2CCCO2)cc1 (configuration not stated) was read as MCL1 BIM primary -4, Bcl-xL primary 1, PAD4 inh 0, GSTO1 counter 0, GLD-1 TGE inh 2, PME-1 primary -7, Fam108B inh 5, TPT1 inhibitor 0 and MEX-5 binding 2.4.
Screening Cc1ccccc1-c1nnc(-c2ccccc2C)o1 returned MCL1 BIM primary 1, Bcl-xL primary -1, PAD4 inh -2, GSTO1 counter 2, GLD-1 TGE inh -10, PME-1 primary 0, Fam108B inh -2, TPT1 inhibitor -1 and MEX-5 binding 2.9.
For CN(C)S(=O)(=O)c1cc(NC(=O)COC(=O)Cc2ccc(Br)cc2)ccc1Cl the results were MCL1 BIM primary -6, Bcl-xL primary 0, PAD4 inh 1, GSTO1 counter -1, GLD-1 TGE inh -1, PME-1 primary 5, Fam108B inh -8, TPT1 inhibitor -3 and MEX-5 binding -1.3.
For CCOc1ccc(/C=C2\SC(=S)N(C)C2=O)cc1OC the results were MCL1 BIM primary 3, Bcl-xL primary 0, PAD4 inh -2, GSTO1 counter -5, GLD-1 TGE inh -1, PME-1 primary -1, Fam108B inh 2, TPT1 inhibitor -3 and MEX-5 binding 0.2.
Screening COC(=O)c1ccc(Nc2cc(C)nc3ncnn23)cc1 returned MCL1 BIM primary 6, Bcl-xL primary 5, PAD4 inh 1, GSTO1 counter 3, GLD-1 TGE inh -1, PME-1 primary 1, Fam108B inh 5, TPT1 inhibitor 2 and MEX-5 binding -2.0.
For Cc1ccc(S(=O)(=O)N2CCN(C(=O)c3ccc(N4CCCCC4)c([N+](=O)[O-])c3)CC2)cc1 the results were MCL1 BIM primary 6, Bcl-xL primary 2, PAD4 inh -4, GSTO1 counter -3, GLD-1 TGE inh -2, PME-1 primary -3, Fam108B inh -2, TPT1 inhibitor -1 and MEX-5 binding 0.2.
For C[C@H](NS(=O)(=O)c1ccccc1F)C(=O)OCC(=O)N1CCc2ccccc21 the results were MCL1 BIM primary 1, Bcl-xL primary 4, PAD4 inh -3, GSTO1 counter 2, GLD-1 TGE inh -6, PME-1 primary 0, Fam108B inh 2, TPT1 inhibitor -3 and MEX-5 binding 1.8.
For CCOc1ccc(OCC)c(S(=O)(=O)N2CCCCC2C)c1 (configuration not stated) the results were MCL1 BIM primary 1, Bcl-xL primary 2, PAD4 inh -3, GSTO1 counter -3, GLD-1 TGE inh 3, PME-1 primary 0, Fam108B inh -3, TPT1 inhibitor 3 and MEX-5 binding 1.0.
For O=C(Oc1ccc2cc(Br)ccc2c1)N1CCCCCC1 the results were MCL1 BIM primary -1, Bcl-xL primary 1, PAD4 inh 3, GSTO1 counter -1, GLD-1 TGE inh 3, PME-1 primary -2, Fam108B inh -10, TPT1 inhibitor 0 and MEX-5 binding -1.7.
CCOC(=O)c1c(NC(=O)CSc2cccc[n+]2[O-])sc(C(=O)Nc2ccccc2)c1C was read as MCL1 BIM primary -20, Bcl-xL primary -13, PAD4 inh -4, GSTO1 counter -5, GLD-1 TGE inh -12, PME-1 primary -9, Fam108B inh -2, TPT1 inhibitor 17 and MEX-5 binding 0.0.
For CCN(CC)CCCNC(=S)N(Cc1cccs1)Cc1cc2cc3c(cc2[nH]c1=O)OCCO3 the results were MCL1 BIM primary 5, Bcl-xL primary 3, PAD4 inh -1, GSTO1 counter 4, GLD-1 TGE inh -2, PME-1 primary -1, Fam108B inh -3, TPT1 inhibitor 6 and MEX-5 binding -1.2.
`COC(=O)c1ccc(NC(=O)c2cc[n+]([O-])cc2)cc1` gave MCL1 BIM primary 1, Bcl-xL primary 0, PAD4 inh -1, GSTO1 counter 8, GLD-1 TGE inh -4, PME-1 primary 0, Fam108B inh -2, TPT1 inhibitor -3 and MEX-5 binding 1.2.
`CCOC(=O)c1ccc(-n2ccnc2)c(NC(=O)c2cccc(Br)c2)c1` gave MCL1 BIM primary 2, Bcl-xL primary 4, PAD4 inh -6, GSTO1 counter 1, GLD-1 TGE inh -4, PME-1 primary 6, Fam108B inh -3, TPT1 inhibitor 1 and MEX-5 binding 3.9.
CCCCNC(=O)NC1(C(F)(F)F)Oc2ccccc2O1 was read as MCL1 BIM primary 6, Bcl-xL primary 9, PAD4 inh -4, GSTO1 counter 55*, GLD-1 TGE inh 4, PME-1 primary -2, Fam108B inh -3, TPT1 inhibitor 2 and MEX-5 binding -0.1.
`O=C(C[C@H]1C(=O)N(C2CCCCC2)C[C@@H]1Cc1ccccc1)Nc1ccccc1` gave MCL1 BIM primary 5, Bcl-xL primary 4, PAD4 inh -1, GSTO1 counter 5, GLD-1 TGE inh 0, PME-1 primary 0, Fam108B inh 5, TPT1 inhibitor -3 and MEX-5 binding 1.9.
`Cc1cccc2cc(COC(=O)C3CCCCC3)c(=O)[nH]c12` gave MCL1 BIM primary 1, Bcl-xL primary 3, PAD4 inh -3, GSTO1 counter -8, GLD-1 TGE inh -1, PME-1 primary 2, Fam108B inh 2, TPT1 inhibitor -2 and MEX-5 binding -2.4.
Screening CCOC(=O)c1ccc(NC(=S)NC(=O)C2CCCC2)cc1 returned MCL1 BIM primary 0, Bcl-xL primary -6, PAD4 inh 0, GSTO1 counter -3, GLD-1 TGE inh 0, PME-1 primary 2, Fam108B inh -1, TPT1 inhibitor 3 and MEX-5 binding -4.8.
For O=[N+]([O-])c1cccc(C2(O)COc3ccccc3O2)c1 (configuration not stated) the results were MCL1 BIM primary 2, Bcl-xL primary 3, PAD4 inh -7, GSTO1 counter -9, GLD-1 TGE inh 8, PME-1 primary 9, Fam108B inh 6, TPT1 inhibitor -2 and MEX-5 binding 1.2.
For COc1cc(NC(=O)C2CCCCC2)c(OC)cc1NC(=O)c1ccco1 the results were MCL1 BIM primary 1, Bcl-xL primary 5, PAD4 inh 2, GSTO1 counter -4, GLD-1 TGE inh 4, PME-1 primary 8, Fam108B inh 1, TPT1 inhibitor -2 and MEX-5 binding 0.2.
Cc1cccc(Cn2c(CN3CCN(Cc4ccccc4)CC3)nc3c2c(=O)[nH]c(=O)n3C)c1 was read as MCL1 BIM primary -5, Bcl-xL primary 2, PAD4 inh -1, GSTO1 counter 4, GLD-1 TGE inh 1, PME-1 primary -5, Fam108B inh -1, TPT1 inhibitor 2 and MEX-5 binding -1.1.
`Cc1ccc(-n2ncc(-c3nn[nH]n3)c2N)cc1` gave MCL1 BIM primary 5, Bcl-xL primary 3, PAD4 inh 5, GSTO1 counter -1, GLD-1 TGE inh -3, PME-1 primary 3, Fam108B inh -2, TPT1 inhibitor 0 and MEX-5 binding -2.4.
O=C(N/N=C/c1cccc2ccccc12)c1cccc(F)c1 was read as MCL1 BIM primary 6, Bcl-xL primary 1, PAD4 inh -2, GSTO1 counter -15, GLD-1 TGE inh 0, PME-1 primary -5, Fam108B inh -7, TPT1 inhibitor 2 and MEX-5 binding -3.4.
Screening Cc1ccc(C(=O)OCC(=O)NNC(=O)c2ccccc2)c(O)c1 returned MCL1 BIM primary -4, Bcl-xL primary -1, PAD4 inh -2, GSTO1 counter -1, GLD-1 TGE inh 7, PME-1 primary -4, Fam108B inh 1, TPT1 inhibitor -1 and MEX-5 binding 2.6.
COc1ccc(C(=O)N2CCCN(C)CC2)cc1S(=O)(=O)N1CCCc2ccccc21 was read as MCL1 BIM primary 7, Bcl-xL primary 4, PAD4 inh 6, GSTO1 counter -3, GLD-1 TGE inh 8, PME-1 primary -1, Fam108B inh 0, TPT1 inhibitor -2 and MEX-5 binding -1.3.
Screening Cc1sc2nc(SCC(=O)C(C)(C)C)n(Cc3ccco3)c(=O)c2c1C returned MCL1 BIM primary 4, Bcl-xL primary 3, PAD4 inh 2, GSTO1 counter 0, GLD-1 TGE inh 8, PME-1 primary -9, Fam108B inh 0, TPT1 inhibitor 4 and MEX-5 binding 1.8.
`COc1cccc(-c2cc(C(=O)Nc3cc(C)nn3-c3ccccc3)no2)c1` gave MCL1 BIM primary 6, Bcl-xL primary 4, PAD4 inh 5, GSTO1 counter 7, GLD-1 TGE inh 2, PME-1 primary 7, Fam108B inh -6, TPT1 inhibitor 2 and MEX-5 binding 0.2.
For COc1ccc(CCNC(=O)C(CC(C)C)NC(N)=O)cc1 (configuration not stated) the results were MCL1 BIM primary 3, Bcl-xL primary 7, PAD4 inh 3, GSTO1 counter -2, GLD-1 TGE inh -7, PME-1 primary 7, Fam108B inh 1, TPT1 inhibitor -2 and MEX-5 binding -1.3.
`COc1cccc(C2=CC(c3ccccc3)n3ncnc3N2)c1` (configuration not stated) gave MCL1 BIM primary 41*, Bcl-xL primary 39*, PAD4 inh -1, GSTO1 counter 4, GLD-1 TGE inh 51*, PME-1 primary -3, Fam108B inh -4, TPT1 inhibitor -14 and MEX-5 binding -1.9.
Screening O=C(Cn1[nH]c(=O)c2ccccc2c1=O)Nc1cccc(S(=O)(=O)N2CCCCCC2)c1 returned MCL1 BIM primary 5, Bcl-xL primary 4, PAD4 inh 2, GSTO1 counter -4, GLD-1 TGE inh -1, PME-1 primary 2, Fam108B inh -3, TPT1 inhibitor -3 and MEX-5 binding 1.4.
`Cc1nc2ccc(Cl)cc2c(-c2ccccc2Cl)c1CC(=O)O` gave MCL1 BIM primary -13, Bcl-xL primary 1, PAD4 inh -1, GSTO1 counter -11, GLD-1 TGE inh -5, PME-1 primary 1, Fam108B inh -3, TPT1 inhibitor 2 and MEX-5 binding -0.8.
`O=Nc1ccc(NOC(=O)c2ccccc2)cc1` gave MCL1 BIM primary -3, Bcl-xL primary 2, PAD4 inh 1, GSTO1 counter 3, GLD-1 TGE inh -7, PME-1 primary -2, Fam108B inh -1, TPT1 inhibitor 1 and MEX-5 binding -2.2.
Screening O=S(=O)(c1ccc(N2CC=C(c3ccccc3)CC2)nc1)N1CCCC1 returned MCL1 BIM primary 16, Bcl-xL primary 6, PAD4 inh 0, GSTO1 counter -6, GLD-1 TGE inh 17, PME-1 primary 7, Fam108B inh -3, TPT1 inhibitor 0 and MEX-5 binding -0.1.
For O=C(OCC(=O)N1CCCc2ccccc21)C1CCN(S(=O)(=O)c2cccs2)CC1 the results were MCL1 BIM primary 9, Bcl-xL primary 4, PAD4 inh -3, GSTO1 counter -1, GLD-1 TGE inh 1, PME-1 primary 8, Fam108B inh -3, TPT1 inhibitor -2 and MEX-5 binding 1.6.

An excerpt; count on the stated rates, not on these rows.
